Screening data: PubChem, National Center for Advancing Translational Sciences (NCATS)
HP1b chromo inh: HP1-beta chromodomain-methylated histone interaction inhibition. P83916. AlphaScreen HP1-beta / biotin-H3K9me3 peptide binding. Potency, µM (titrated, usually from 114 µM), for the others: at the top dose activity change, negative = inhibition, usual class: inhibitors. 390,000 compounds, 0.56% hits. AID 540317; note: nearly all actives have a fitted effect of over 70% in size; inactives centre near 23
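HP1-beta protein (50 nM final) preincubated 30 min at room temperature with biotinylated H3(1-18)K9me3 peptide (50 nM) in PBS pH 7.4, 0.01% Tween-20, then compound added for 30 min. AlphaScreen streptavidin donor/nickel chelate acceptor beads (10 ug/mL final), 30 min dark, luminescence read.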
BLM inh: blocks DNA unwinding by human BLM helicase. P54132. 350,000 compounds, 0.2% hits. recombinant BLM DNA unwinding, fluorescence dequenching. Potency, µM (doses to about 56.1 µM), for the others: at the top dose activity change, negative = inhibition, usual class: inhibitors;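 note: plate controls were vehicle for no effect and no enzyme for full effect; nearly all actives have a fitted effect of over 35% in size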
Target sequence (P54132 whole entry, looked up): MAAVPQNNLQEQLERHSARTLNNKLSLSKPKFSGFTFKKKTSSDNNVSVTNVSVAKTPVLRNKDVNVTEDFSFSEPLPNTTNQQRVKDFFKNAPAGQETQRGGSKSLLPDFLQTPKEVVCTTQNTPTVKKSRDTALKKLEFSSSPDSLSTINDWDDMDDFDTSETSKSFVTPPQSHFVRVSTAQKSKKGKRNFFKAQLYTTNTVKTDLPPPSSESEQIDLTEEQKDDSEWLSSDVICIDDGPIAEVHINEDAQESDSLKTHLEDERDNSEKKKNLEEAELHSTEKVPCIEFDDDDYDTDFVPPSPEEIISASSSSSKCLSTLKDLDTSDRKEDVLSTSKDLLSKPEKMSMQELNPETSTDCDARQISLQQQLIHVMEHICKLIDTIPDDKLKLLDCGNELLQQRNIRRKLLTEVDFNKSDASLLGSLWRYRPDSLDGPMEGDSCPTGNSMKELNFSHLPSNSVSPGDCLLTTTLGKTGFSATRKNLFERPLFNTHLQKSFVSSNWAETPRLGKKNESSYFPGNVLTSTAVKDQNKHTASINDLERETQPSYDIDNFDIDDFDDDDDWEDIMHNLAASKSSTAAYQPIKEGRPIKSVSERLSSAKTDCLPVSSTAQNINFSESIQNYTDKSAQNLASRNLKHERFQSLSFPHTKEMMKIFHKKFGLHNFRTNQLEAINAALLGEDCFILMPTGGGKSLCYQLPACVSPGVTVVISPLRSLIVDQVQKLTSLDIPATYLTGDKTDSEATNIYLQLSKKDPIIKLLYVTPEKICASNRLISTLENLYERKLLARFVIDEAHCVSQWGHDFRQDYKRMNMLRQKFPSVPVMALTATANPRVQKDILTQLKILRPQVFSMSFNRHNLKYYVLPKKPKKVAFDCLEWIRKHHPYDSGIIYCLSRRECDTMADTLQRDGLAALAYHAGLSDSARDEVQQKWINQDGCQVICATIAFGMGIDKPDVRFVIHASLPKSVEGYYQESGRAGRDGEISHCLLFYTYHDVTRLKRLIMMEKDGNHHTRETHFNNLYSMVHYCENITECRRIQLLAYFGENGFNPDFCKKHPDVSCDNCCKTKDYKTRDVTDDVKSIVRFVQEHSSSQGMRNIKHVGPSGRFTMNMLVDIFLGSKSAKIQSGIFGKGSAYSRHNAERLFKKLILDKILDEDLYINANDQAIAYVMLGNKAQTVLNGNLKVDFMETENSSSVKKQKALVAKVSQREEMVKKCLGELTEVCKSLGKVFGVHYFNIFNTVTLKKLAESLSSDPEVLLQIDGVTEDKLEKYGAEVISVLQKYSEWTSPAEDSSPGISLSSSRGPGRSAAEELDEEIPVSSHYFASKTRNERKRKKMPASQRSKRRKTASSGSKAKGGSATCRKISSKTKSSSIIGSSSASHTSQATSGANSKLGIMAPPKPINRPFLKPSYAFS
Pol iota inh: blocks human DNA polymerase iota activity; Potency, µM (titrated, usually from 115 µM), inactives show top-dose activity, negative = inhibition, hits mostly inhibitors; 390,000 compounds, 1% hits; AID 588590; Pol iota fluorescent replication assay, 10 min
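Pol iota at 10 nM preincubated 15 min with compounds at room temperature; reaction started with fluorescent substrate, 50 nM final. Fluorescence read kinetically at 0 and 10 min; buffer-only wells as negative control.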
Tb PGK inh: blocks T. brucei phosphoglycerate kinase | P07378 | 380,000 compounds, 0.043% hits | PGK/GAPDH coupled, Kinase-Glo luminescence, 60 min | Potency, µM (series often up to 57.5 µM), for the others: at the highest dose activity change, negative = inhibition, most hits filed as inhibitors; note: % is set by controls: 0 for no effect and ±100 for the full control effect; nearly all actives have a fitted effect of over 60% in size
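Recombinant glycosomal PGK reaction used 1,3-bisphosphoglycerate generated in-well by GAPDH (100nM final) in 100mM TEA pH 7.6, 5mM MgCl2, 0.01% Tween-20. After 60 minutes at room temperature, ATP was read by Kinase-Glo Plus luminescence end-point.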
BAZ2B inh: blocks human BAZ2B; AlphaScreen BAZ2B-H3K14Ac peptide displacement; Potency, µM (highest dose often 114 µM), for inactives: at the highest dose activity change, negative = inhibition, hits mostly inhibitors; 360,000 compounds, 4.4% hits; AID 504333; note: % is set by controls: 0 for no effect and ±100 for the full control effect; nearly all actives have a fitted effect of over 60% in size
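Multi-concentration screen (max 110 uM) measuring displacement of acetylated histone H3 peptide from BAZ2B by AlphaScreen, using 50 nM protein, 50 nM peptide and 10 ug/mL streptavidin donor plus Ni-chelate acceptor beads.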
JMJD2A Tudor: inhibitors of human JMJD2A Tudor domain. AlphaScreen JMJD2A-Tudor / H3K4me3 peptide binding. Potency, µM (doses to about 114 µM), without a hit: top-dose activity change, negative = inhibition, most hits filed as inhibitors. 390,000 compounds, 4.4% hits. AID 504339. O75164; note: % is set by controls: 0 for no effect and ±100 for the full control effect; nearly all actives have a fitted effect of over 50% in size
GLS inh: inhibitors of human glutaminase (GLS); GLS enzymatic activity, qHTS titration; 410,000 compounds, 0.21% hits; O94925; Potency, µM (series often up to 45.5 µM), for inactives: at the top dose activity change, negative = inhibition, hits mostly inhibitors; note: % is set by controls: 0 for no effect and ±100 for the full control effect
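Assay buffer: 45 mM KH2PO4 pH 8.2, 0.02% Tween-20. hKGA acts on L-glutamine (1 mM solution added); product glutamate is reported by an oxidase/peroxidase Amplex Red coupling, with fluorescence taken at baseline and 30 min.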
Pin1 inhibitor: human Pin1 inhibition. Pin1 FP peptide displacement, HiFluor488, 10 min. Potency, µM (highest dose often 115 µM), for inactives: top-dose activity, negative = inhibition, actives largely listed as inhibitors. 390,000 compounds, 0.009% hits; active = well fitted inhibition curve with a large enough effect in the polarisation, with a control signal flat, not every such curve was filed as active; inconclusive = small, poorly fitted or top-dose-only effect, or effect the other way, or a change in a side signal; inactive = no such curve, though single readings can be large or run the other way; the % refers to the polarisation; note: % is set by controls: 0 for no effect and ±100 for the full control effect
G9a inh: G9a (human) methyltransferase inhibition | Q96KQ7 | G9a H3K9 monomethylation, AlphaScreen, 2 h | Potency, µM (series often up to 102 µM), inactives show at the highest dose activity, negative = inhibition, most hits filed as inhibitors | 350,000 compounds, 8.8% hits; note: % is set by controls: 0 for no effect and ±100 for the full control effect; nearly all actives have a fitted effect of over 75% in size
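Chemiluminescent proximity detection of H3K9 monomethylation, read after 10 min bead incubation in the dark. Reaction: 20 nM G9a, 500 nM biotin-H3K9 peptide, 20 uM SAM cofactor, 2 h, room temperature, following 15 min enzyme-compound preincubation.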
* hit, by the source's call; [ ] = dose if it differs, or a comment. Unless noted, calls come from the whole dose curve; as a rule, active = well fitted curve in the direction sought with a large enough effect; inconclusive = small, poorly fitted or top-dose-only effect, or another doubt; inactive = no such curve, though single readings can be large; an effect the other way counts as inactive or inconclusive. Potency is the fitted concentration of half-maximal effect.

CCOC(=O)C1=C(C)NC2=C(C(=O)C(C(=O)OCC)C(c3ccccc3OC)C2)C1c1ccccn1 (stereo unspecified) was read as HP1b chromo inh 81%[activator], BLM inh -4%, Pol iota inh 9%, Tb PGK inh 0%, BAZ2B inh 4%, JMJD2A Tudor -25%[11.4 µM], GLS inh 5%, Pin1 inhibitor -3% and G9a inh 59%[activator].
`COc1ccc(CCNC(=O)/C=C/c2ccco2)cc1` gave HP1b chromo inh inconclusive, BLM inh -1%, Pol iota inh inconclusive, Tb PGK inh -6%, BAZ2B inh inconclusive, JMJD2A Tudor 32µM*, GLS inh 19% and Pin1 inhibitor 1%.
`CCCCN1C(=O)CC(SC2CC(=O)N(CCCC)C2=O)C1=O` (stereo unspecified) gave HP1b chromo inh 23%, Pol iota inh 2%, Tb PGK inh -5%, JMJD2A Tudor 3%, GLS inh 2% and Pin1 inhibitor -1%.
NC(=O)c1nsc(C(=O)N(c2ccccc2F)C(C(=O)NCc2ccccc2)c2ccc(O)cc2)c1N (stereo unspecified) was read as HP1b chromo inh 9%, BLM inh -5%, Pol iota inh 122%[activator], Tb PGK inh -4%, BAZ2B inh -16%, JMJD2A Tudor -8%, GLS inh 0%, Pin1 inhibitor 6% and G9a inh -12%.
Screening CCOc1ccccc1NC(=O)c1cc2c(=O)n(Cc3cccnc3)ccc2nc1C returned HP1b chromo inh -15%, BLM inh -1%, Pol iota inh -6%, Tb PGK inh inactive, BAZ2B inh -16%, JMJD2A Tudor -24%, GLS inh 0%, Pin1 inhibitor -2% and G9a inh 6%[59 µM].
For O=C(NCCCN1CCCC1)Nc1cccc2ccccc12 the results were HP1b chromo inh 24%, BLM inh -6%, Pol iota inh 20%, Tb PGK inh inactive, BAZ2B inh -26%, JMJD2A Tudor -22%, GLS inh 3%, Pin1 inhibitor 2% and G9a inh inconclusive.
For COC(=O)c1cc2oc(C)cc2n1CC(=O)Nc1ccc(C)c(C)c1 the results were HP1b chromo inh 2%, BLM inh -4%, Pol iota inh 12%, Tb PGK inh -4%, BAZ2B inh -6%, JMJD2A Tudor -25%, GLS inh 1%, Pin1 inhibitor 15% and G9a inh inconclusive.
COc1ccccc1NS(=O)(=O)c1ccc(C)c(C(=O)NC2CCN(Cc3ccccc3)CC2)c1 was read as HP1b chromo inh 0%, Pol iota inh 20%, Tb PGK inh -2%, BAZ2B inh -35%, JMJD2A Tudor -27%, GLS inh 0%, Pin1 inhibitor 0% and G9a inh -46%.
Screening Cc1cc2oc(C(=O)Nc3ccc(S(N)(=O)=O)cc3)c(C)c2cc1Cl returned HP1b chromo inh 37%[activator], BLM inh 0%, Pol iota inh 25%, Tb PGK inh inactive, BAZ2B inh -6%, JMJD2A Tudor -10%, GLS inh -6% and Pin1 inhibitor 3%.
Screening CN(C(=O)c1ccccc1C(=O)OCC(=O)c1ccc(F)c(F)c1)C1CCCCC1 returned HP1b chromo inh 9%, Pol iota inh 17%, Tb PGK inh -9%, BAZ2B inh -11%, JMJD2A Tudor -21%, GLS inh 2%, Pin1 inhibitor -3% and G9a inh 0%.
`O=C(CSc1nnc(-c2cccc(Br)c2)o1)N1CCOCC1` gave HP1b chromo inh 31%, BLM inh -3%, Pol iota inh -4%, Tb PGK inh -4%, BAZ2B inh -1%, JMJD2A Tudor -5%, GLS inh 2%, Pin1 inhibitor -8% and G9a inh 48%.
Screening Cc1ccc(-c2nnc(SCC(=O)Nc3ccc(S(=O)(=O)N4CCCCCC4)cc3)o2)cc1 returned HP1b chromo inh 22%, BLM inh 4%, Pol iota inh -12%, Tb PGK inh -3%, BAZ2B inh 21%, JMJD2A Tudor -1%, GLS inh 2%, Pin1 inhibitor 1% and G9a inh 22%.
For CC(=O)Nc1ccccc1OCCOc1ccc(Br)cc1 the results were HP1b chromo inh 59%[activator], BLM inh -6%, Pol iota inh 37%[activator], Tb PGK inh inactive, BAZ2B inh -7%, JMJD2A Tudor 18%, GLS inh 0%, Pin1 inhibitor 3% and G9a inh 0%.
O=C(CCNS(=O)(=O)c1ccc(Br)cc1)NCc1ccc(F)cc1 was read as HP1b chromo inh 22%, BLM inh -4%, Pol iota inh 3%, Tb PGK inh 3%, BAZ2B inh -11%[57.1 µM], JMJD2A Tudor -10%, GLS inh 2%, Pin1 inhibitor 1% and G9a inh -5%.
Screening COc1ccc(OC)c(C(=O)c2nc3c(n2O)CCCCC3)c1 returned HP1b chromo inh 14%, BLM inh -8%, Pol iota inh -9%, Tb PGK inh -3%, BAZ2B inh -11%, JMJD2A Tudor -25%, GLS inh 1%, Pin1 inhibitor -2% and G9a inh 11%[12.7 µM].
`OC(COCc1ccccc1)Cn1cnc2ccccc21` (stereo unspecified) gave HP1b chromo inh 16%, BLM inh -1%, Pol iota inh -6%, Tb PGK inh -6%, BAZ2B inh 4%, JMJD2A Tudor -10%, GLS inh -4%, Pin1 inhibitor 1% and G9a inh 6%[12.7 µM].
For CCc1c(C(=O)Nc2ccc(C)c(C)c2)[nH]c(C)c1C(C)=O the results were HP1b chromo inh -8%, BLM inh -5%, Pol iota inh 14%, Tb PGK inh 10%, BAZ2B inh -24%, JMJD2A Tudor -33%, GLS inh -5%, Pin1 inhibitor 3% and G9a inh 17%.
Cc1c(NC(=O)C(C)(C)C)cccc1-c1nc2ccccc2s1 was read as HP1b chromo inh 51%[activator], BLM inh -2%, Pol iota inh 11%, Tb PGK inh inactive, BAZ2B inh -1%, JMJD2A Tudor 8%, GLS inh 4%, Pin1 inhibitor 3% and G9a inh 3%[59 µM].
`O=C(c1ccco1)N(Cc1cccc([N+](=O)[O-])c1)c1ccc(Br)cc1` gave HP1b chromo inh -2%, BLM inh -10%, Pol iota inh -17%, Tb PGK inh -4%, BAZ2B inh 50µM*, JMJD2A Tudor inconclusive, GLS inh 6% and Pin1 inhibitor -4%.
`CCOC(=O)c1sc(=S)n(-c2ccc(F)c(F)c2)c1N` gave HP1b chromo inh -39%, BLM inh 2%, Pol iota inh 13%, Tb PGK inh -6%, BAZ2B inh 4%, JMJD2A Tudor inconclusive, GLS inh -11%, Pin1 inhibitor -6% and G9a inh inconclusive.
For CCOc1ccc(N(CCCCO)C(=S)NC(=O)c2ccc(C)c(Br)c2)cc1 the results were HP1b chromo inh -10%, BLM inh -1%, Pol iota inh 55%[activator], Tb PGK inh 1%, BAZ2B inh -15%, JMJD2A Tudor inconclusive, GLS inh 22% and Pin1 inhibitor 1%.
For Cc1c(C(=O)OCC(=O)N2CCN(c3ccccc3)CC2)oc2ccccc12 the results were HP1b chromo inh 0%[57 µM], Pol iota inh 43%[activator], Tb PGK inh -4%, JMJD2A Tudor -22%, GLS inh 6% and Pin1 inhibitor -1%.
Screening CCOC(=O)C1(Cc2ccccc2)NC(c2ccccc2F)C2C(=O)N(CC)C(=O)C21 (stereo unspecified) returned HP1b chromo inh 30%, BLM inh -4%, Pol iota inh -7%, Tb PGK inh inactive, BAZ2B inh 1%, JMJD2A Tudor -14%, GLS inh 5%, Pin1 inhibitor -5% and G9a inh -11%.
CSc1ccc(NC(=O)N2CC=C(n3c(=O)[nH]c4ccccc43)CC2)cc1 was read as HP1b chromo inh -17%, BLM inh -7%, Pol iota inh 17%, Tb PGK inh inactive, BAZ2B inh inconclusive, JMJD2A Tudor inconclusive, GLS inh 23%, Pin1 inhibitor -1% and G9a inh inconclusive.
Screening O=C(NCC1CCCO1)c1ccc(CSCc2cccc(F)c2)o1 (stereo unspecified) returned HP1b chromo inh 0%, BLM inh -7%, Pol iota inh -17%, Tb PGK inh 3%, BAZ2B inh -1%, JMJD2A Tudor -16%, GLS inh 5%, Pin1 inhibitor -10% and G9a inh -3%.
Screening COc1ccc(S(=O)(=O)Nc2ccc3c(c2)C(=O)N([C@H](C)CO)C[C@H](C)[C@@H](CN(C)C(=O)Nc2ccccc2)O3)cc1 returned HP1b chromo inh 35%, Pol iota inh 26%, Tb PGK inh -9%, JMJD2A Tudor 10%, GLS inh -7% and Pin1 inhibitor 3%.
Screening COCCn1c(SCC(=O)N2CCCC2)nnc1-c1ccco1 returned HP1b chromo inh 23%, BLM inh -5%, Pol iota inh -13%, Tb PGK inh -6%, BAZ2B inh -1%, JMJD2A Tudor 6%, GLS inh 3%, Pin1 inhibitor -4% and G9a inh 21%.
For COc1ccc(Nc2ncnc3sccc23)cc1 the results were HP1b chromo inh -2%, BLM inh -4%, Pol iota inh 25%, Tb PGK inh inactive, BAZ2B inh -7%, JMJD2A Tudor -9%, GLS inh 0%, Pin1 inhibitor 4% and G9a inh 45µM*.

Quoted from the listing, 4 compounds:
Screening O=C(NCC1CCCO1)c1ccc(CSCc2cccc(F)c2)o1 (stereo unspecified) returned HP1b chromo inh 0%, BLM inh -7%, Pol iota inh -17%, Tb PGK inh 3%, BAZ2B inh -1%, JMJD2A Tudor -16%, GLS inh 5%, Pin1 inhibitor -10% and G9a inh -3%.
Screening COc1ccc(S(=O)(=O)Nc2ccc3c(c2)C(=O)N([C@H](C)CO)C[C@H](C)[C@@H](CN(C)C(=O)Nc2ccccc2)O3)cc1 returned HP1b chromo inh 35%, Pol iota inh 26%, Tb PGK inh -9%, JMJD2A Tudor 10%, GLS inh -7% and Pin1 inhibitor 3%.
Screening COCCn1c(SCC(=O)N2CCCC2)nnc1-c1ccco1 returned HP1b chromo inh 23%, BLM inh -5%, Pol iota inh -13%, Tb PGK inh -6%, BAZ2B inh -1%, JMJD2A Tudor 6%, GLS inh 3%, Pin1 inhibitor -4% and G9a inh 21%.
For COc1ccc(Nc2ncnc3sccc23)cc1 the results were HP1b chromo inh -2%, BLM inh -4%, Pol iota inh 25%, Tb PGK inh inactive, BAZ2B inh -7%, JMJD2A Tudor -9%, GLS inh 0%, Pin1 inhibitor 4% and G9a inh 45µM*.

A portion of the library; rates above refer to the full screens.
